High-throughput results (PubChem BioAssay)
TrxR1 substrate – substrates of rat thioredoxin reductase 1; 390,000 tested, 0.01% active; Potency, µM (top dose mostly 114 µM), without a hit: at the top dose activity change, negative = substrate turnover; AID 588456; purified TrxR1 substrate turnover, NADPH consumption readout; note: potency is the fitted concentration of half-maximal effect; % is set by controls: 0 for no effect and ±100 for the full control effect; nearly all actives have a fitted effect of over 50% in size
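Rat TrxR1, dispensed at 90 nM, was prereduced with 400 uM NADPH (final) for 5 min at ~22 deg C, then incubated with compound 15 min before 400 uM selenite. A first-read NADPH fluorescence drop versus no-compound background flagged substrates.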
D2 antagonist – antagonizes the human D2 dopamine receptor | 340,000 tested, 2% active | AID 485344 | HEK293 TREx D2 cells, calcium flux, dopamine EC80 | P14416 | inhibition, % at 10 µM; in the data active = inhibition above about 30%; note: 0% is about no effect
Target sequence (P14416 whole entry, looked up): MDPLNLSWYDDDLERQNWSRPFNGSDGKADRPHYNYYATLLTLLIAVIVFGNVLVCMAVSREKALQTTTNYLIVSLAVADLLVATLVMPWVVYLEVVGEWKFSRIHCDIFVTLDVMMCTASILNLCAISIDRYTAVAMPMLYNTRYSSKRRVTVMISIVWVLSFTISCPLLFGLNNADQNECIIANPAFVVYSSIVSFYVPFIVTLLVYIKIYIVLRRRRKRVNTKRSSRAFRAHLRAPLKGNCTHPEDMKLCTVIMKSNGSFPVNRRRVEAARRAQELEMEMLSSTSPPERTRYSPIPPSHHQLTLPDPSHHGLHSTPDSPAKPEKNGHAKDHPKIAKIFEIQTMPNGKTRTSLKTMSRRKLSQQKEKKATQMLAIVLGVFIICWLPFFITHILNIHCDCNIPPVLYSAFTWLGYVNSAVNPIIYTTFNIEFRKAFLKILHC
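HEK293 T-REx D2 cells, tet-induced, calcium dye no-wash. Cpd pintool add, 180 s kinetic, then EC80 DA, 180 s kinetic. Ca flux read.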
USP1 inh – USP1/UAF1 (human) deubiquitinase inhibition; O94782; recombinant USP1/UAF1, Ub-Rhodamine cleavage fluorescence; Potency, µM (highest dose often 57.1 µM), inactives show top-dose activity change, negative = inhibition, hits mostly inhibitors; 390,000 tested, 0.23% active; note: potency is the fitted concentration of half-maximal effect; % is set by controls: 0 for no effect and ±100 for the full control effect; nearly all actives have a fitted effect of over 60% in size; inactives centre near -12
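In this screen, compounds sit with the deubiquitinase complex (1nM) for 15 min at room temperature before Ub-Rho is added at 150nM final. Fluorescence rise is then followed for 6 reads every 60 seconds.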
Pin1 inh – inhibitors of human Pin1; Potency, µM (doses to about 115 µM), without a hit: top-dose activity, negative = inhibition, usual class: inhibitors; Q13526; Pin1 FP peptide displacement, HiFluor488, 10 min; 390,000 tested, 0.009% active; active = well fitted inhibition curve with a large enough effect in the polarisation, with a control signal flat, not every such curve was filed as active; inconclusive = small, poorly fitted or top-dose-only effect, or effect the other way, or a change in a side signal; inactive = no such curve, though single readings can be large or run the other way; the % refers to the polarisation; note: potency is the fitted concentration of half-maximal effect; % is set by controls: 0 for no effect and ±100 for the full control effect
Target sequence (Q13526 whole entry, looked up): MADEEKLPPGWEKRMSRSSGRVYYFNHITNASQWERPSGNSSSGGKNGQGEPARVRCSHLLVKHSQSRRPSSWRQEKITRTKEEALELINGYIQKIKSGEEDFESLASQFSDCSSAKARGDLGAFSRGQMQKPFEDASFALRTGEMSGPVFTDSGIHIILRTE
D2 ag – activates the human D2 dopamine receptor. HEK293 T-REx D2 cells, calcium flux agonist mode. activation, % at 2 µM. 340,000 tested, 0.53% active;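 active = activation over 3 SD above normal in the single-dose calcium agonist read, cut at about 30% in these data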; note: 0% is about no effect
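HEK293 Trex D2 cells, tetracycline-induced, o/n 30 C 5% CO2; no-wash Ca dye, RT 30–90 min; 10-cycle baseline, 23 nl cpd added, kinetic Ca read 180 s; agonist hits = positive Ca response.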
TRHR agonist – TRH receptor (human) agonism | TRHR cells, calcium flux fluo-8, FDSS agonist mode | activation, % at 2 µM | 360,000 tested, 0.18% active | AID 493084; in the data active = activation above about 30%; note: 0% is about no effect
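Agonist-mode FDSS calcium read (Ex 480/Em 530, 1 s cycles) in 1536-well TRHR cells with fluo-8 dye, after 10-cycle baseline and 23 nL compound addition; TRH at EC20 (10 nM final) added afterwards for the enhancer phase.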
IDH1 R132H inh – blocks human mutant IDH1 R132H enzyme | O75874 | IDH1-R132H enzyme, NADPH consumption, diaphorase/resazurin fluorescence | Potency, µM (titrated, usually from 76.6 µM), for inactives: top-dose activity change, negative = inhibition, most hits filed as inhibitors | 390,000 tested, 0.093% active | AID 602179; note: potency is the fitted concentration of half-maximal effect; % is set by controls: 0 for no effect and ±100 for the full control effect; nearly all actives have a fitted effect of over 65% in size
Target sequence (O75874 whole entry R132H, stated change not applied): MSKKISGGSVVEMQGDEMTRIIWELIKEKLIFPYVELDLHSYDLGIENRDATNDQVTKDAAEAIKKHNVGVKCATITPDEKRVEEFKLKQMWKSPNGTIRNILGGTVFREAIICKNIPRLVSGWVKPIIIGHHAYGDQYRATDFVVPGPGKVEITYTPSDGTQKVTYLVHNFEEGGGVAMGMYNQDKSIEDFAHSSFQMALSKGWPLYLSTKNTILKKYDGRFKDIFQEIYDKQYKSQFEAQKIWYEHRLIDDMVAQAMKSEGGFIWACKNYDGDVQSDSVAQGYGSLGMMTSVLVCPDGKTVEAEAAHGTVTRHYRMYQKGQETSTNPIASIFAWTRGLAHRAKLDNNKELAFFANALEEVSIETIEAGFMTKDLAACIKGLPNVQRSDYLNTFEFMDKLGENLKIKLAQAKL
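IDH1-R132H (0.5 ug/mL dispensed) in pH 7.5 Tris buffer was preincubated 30 min with compound, then given a substrate mix of 0.016 mM NADPH and 2 mM alpha-KG for 80 min at room temperature; remaining NADPH was read by diaphorase/resazurin fluorescence.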
TRHR PAM – TRH receptor (human) allosteric enhancement | P34981 | TRHR cells, fluo-8 calcium fluorescence, EC20 TRH enhancement | enhancement, % at 2 µM | 360,000 tested, 0.66% active | AID 493056; in the data active = enhancement above about 30%; note: 0% is about no effect
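TRHR-expressing cells loaded with fluo-8 calcium dye were read kinetically (ex 480/em 530) during compound addition, then stimulated with an EC20 of TRH (10 nM final). Enhancement of the Gq-mediated intracellular calcium response was scored.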
TrxR1 inh – blocks rat thioredoxin reductase 1; Potency, µM (series often up to 114 µM), inactives show at the top dose activity change, negative = inhibition, actives largely listed as inhibitors; AID 588453; 390,000 tested, 1% active; O89049; recombinant rTrxR1, NADPH fluorescence consumption, selenite substrate; note: potency is the fitted concentration of half-maximal effect; % is set by controls: 0 for no effect and ±100 for the full control effect; nearly all actives have a fitted effect of over 65% in size
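Rat TrxR1 (90 nM in the dispensed reagent) was pre-reduced with 400 uM NADPH for 5 min at room temperature, then incubated with compound for 15 min. After 400 uM selenite was added, NADPH fluorescence (Ex 340/Em 450 nm) was followed for 8 min.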
Active calls of the source: *; ? = inconclusive; / = not tested or not shown; & = joins results of further samples; [ ] = remark or other dose. Unless noted, calls come from the whole dose curve; as a rule, active = well fitted inhibition curve with a large enough effect; inconclusive = small, poorly fitted or top-dose-only effect; inactive = no such curve, though single readings can be large or run the other way. The list is partial. The share of hits here may be higher or lower than overall.

Compound	TrxR1 substrate	D2 antagonist	USP1 inh	Pin1 inh	D2 ag	TRHR agonist	IDH1 R132H inh	TRHR PAM	TrxR1 inh
CC(NC(=O)Nc1ccc(Br)cc1)C(C)(C)C (stereo unspecified)	34%[activator]	-1	-9%	9%	2.2	0.3	8%	-3	18%
CCCc1cc(=O)oc2cc(C)cc(OC(C)C(=O)NCc3cccnc3)c12 (stereo unspecified)	44%[activator][57.1 µM]	3	-21%	1%	0.3	-0.8	-5%	-1	20%[57.1 µM]
CC(=O)c1cccc(NC(=O)Cn2c(C)c3cnn(-c4ccccc4)c(=O)c3c2C)c1	-20%	/	-4%	9%	-0.4	0.6	2%	0	-32%
CCCCN(CCCC)CCCNC(=O)Cn1cc2c(n1)-c1c(oc(C(=O)N3CCCC3)c1C)CC2	1%&4%	28	-14%&-4%	-12%&-1%	0.8&-0.2	0.0&-0.2	0%&-3%	-6&-1	7%&6%
CCOC(=O)C1(CCCc2ccccc2)CCN(C(=O)C(C)n2cncn2)CC1 (stereo unspecified)	-3%	8	-3%	-1%	-0.7	0.5	2%	-1	2%
Cc1ccc(N2CC(NC(=O)/C=C\c3ccc4c(c3)OCO4)CC2=O)cc1 (stereo unspecified)	6%[57.1 µM]	/	8%	-8%	0.3	-0.4	1%	1	6%[57.1 µM]
COc1ccc2c(=O)c3c(=O)n(Cc4ccco4)c(C(C)C)nc3oc2c1	1%	-11	-11%	13%	-0.3	-1.0	2%	12	-31%
CCOc1ccccc1C(=O)NCCCn1ccnc1	6%[57.1 µM]	5	-10%	-11%	1.1	0.2	-2%	1	8%[57.1 µM]
COc1ccc(-n2cc(C(=O)N(C)c3cc(C)ccc3OC)c3ccccc3c2=O)cc1	-5%	/	11%	-1%	1.2	0.0	0%	2	-1%
O=C(CC1S/C(=N/N=C/c2cccs2)NC1=O)Nc1ccc(Cl)cc1 (stereo unspecified)	4%	44*	-19%	0%	1.4	1.1	2%	-2	12%
Cc1nc2ccc(C(=O)O)cc2nc1C	11%[57.1 µM]	4	-9%	0%	0.0	-0.2	2%	1	10%[57.1 µM]
COc1ccccc1OCC(=O)Nc1ccc(CSc2ccccc2)cc1C	-3%	8	-14%	5%	-0.1	0.4	2%	-2	-4%
O=C(Nc1nccs1)c1ccc2c(=O)n3c(nc2c1)CCCCC3	-6%	-3	3%	1%	0.7	0.1	7%	-6	8%
COc1ccc(NC(=O)C(C)SCc2ccccc2)cc1OC (stereo unspecified)	-3%	-18	-3%	4%	1.7	0.6	2%	-7	9%
COCCOc1nc2ccccc2nc1C	-5%	-3	3%	1%	0.7	-0.3	-4%	-4	-13%
CC(=O)N(CC1CCCO1)c1nnc(-c2cnccn2)s1 (stereo unspecified)	12%	16	-3%	9%	0.2	-0.3	3%	7	-6%
O=C(c1ccco1)N1CCN(c2ncnc3c(-c4ccc(Cl)cc4)nsc23)CC1	6%	9	-22%	-2%	-0.1	0.3	0%	2	4%
Cc1ccc(S(=O)(=O)N(C)CCCC(=O)N2CCOCC2)cc1	-1%	5	0%	2%	0.9	-0.1	6%	8	8%[57.1 µM]
O=C(O)CCCNC(=O)Nc1ccccc1	3%[57.1 µM]	6	0%	-1%	0.4	3.5	-15%	9	9%
Cn1ccnc1SCC(=O)Nc1ccc2c(c1)OCCO2	-2%	-1	-23%	-2%	-0.5	1.3	4%	-5	5%
COc1ccc(CCN2CC(C(=O)NCCc3ccccc3C)CCC2=O)cc1 (stereo unspecified)	-2%	/	-20%	-21%	/	-0.1	-1%	-4	11%
Cc1cccn2c(CNCCc3ccco3)c(C(=O)N3CCOCC3)nc12	3%	10	-15%	-9%	-0.1	-0.2	7%	3	-27%
COc1ccc(/C=C(/C(=O)c2cccs2)N2C=CC=CC2=C(C#N)C#N)cc1	2%	-1	-26%	?	4.4	1.2	-1%	-1	0.11µM*
Cc1ccc(CS(=O)(=O)Cc2ccc(C(=O)NCCc3ccccc3)o2)cc1	1%	-5	-16%	2%	1.0	0.4	-9%	1	11%
CCN(CC)S(=O)(=O)c1ccc(NC(=O)CSc2nnc(-c3cccc(OC)c3)n2C)cc1	4%	-10	-6%	2%	0.5	0.2	-6%	-3	15%
COc1cc(C)c(S(=O)(=O)NCc2cccs2)cc1C	-11%	7	-7%	-2%	-0.4	-0.5	5%	1	-6%
COC(=O)c1cc(NC(=O)CC2NCCNC2=O)cc(C(=O)OC)c1 (stereo unspecified)	6%[57.1 µM]	3	1%	1%	-0.4	0.0	0%	-1	23%
CCOC(=O)Cn1cnc2scc(-c3ccc(C)cc3)c2c1=O	-4%	3	2%	-1%	0.2	-0.1	-2%	-3	14%
CCOc1c(C)cc(S(=O)(=O)NCc2ccccn2)c(C)c1C	-10%	11	?	0%	-0.8	0.4	10%	2	21%[57.1 µM]
CCN1C(=O)[C@H]2[C@@H](c3ccc(-c4ccc(Cl)c(Cl)c4)cc3)N3CCCC[C@@]3(C(=O)OC)[C@H]2C1=O	6%[57.1 µM]	1	-20%	2%	1.3	0.0	-12%	-3	21%[57.1 µM]
CC(=O)c1cccc(NC(=O)N2CCOCC2)c1	5%	-7	-8%	5%	0.6	0.4	-8%	-4	12%
CCOC(=O)c1c(CC(C)C)csc1NC(=O)C(C)C	-1%[57.1 µM]	-17	-25%	-5%	-0.5	1.0	10%	-3	26%[57.1 µM]
CC(=O)OC1COC(n2ccc3ccccc32)C(OC(C)=O)C1OC(C)=O (stereo unspecified)	-17%	6	-14%	4%	-0.2	-0.5	5%	7	-19%
O=C1C=C(c2ccc3c(c2)OCO3)C[C@@H](c2ccc(F)cc2)C1	4%	-6	-23%	-6%	0.2	-0.4	2%	1	12%
Clc1ccc(CSc2cnnc3ccccc23)cc1Cl	5%	/	-5%	-4%	/	/	2%	/	15%
CCCCNc1nc(N(C)c2ccccc2)nc(-n2ccnc2)n1	-2%	-9	-10%	3%	-0.7	-0.5	-2%	-5	0%
O=C(Nc1ccccc1C(F)(F)F)n1ncc2cc(Cl)ccc21	-12%	/	-6%	-2%	0.1	0.0	1%	2	-6%
Cc1cc(C(=O)N(CCC#N)Cc2cccs2)no1	6%[57.1 µM]	-3	3%	-5%	0.7	0.5	2%	-10	24%
O=C(Cc1ncc(C(F)(F)F)cc1Cl)NCCc1ccccn1	16%[57.1 µM]	1	0%	144%[activator]	2.6	1.2	6%	9	26%[57.1 µM]
CCOC(=O)c1cc(C(=O)OCC)c(=O)[nH]c1N1CCCCC1	-9%	-2	-19%	-9%	-1.4	-0.4	-2%	2	8%
Cc1cccc(OCCCSc2nc3ccc(C)cc3[nH]2)c1	-5%	/	-20%	12%	/	-0.4	7%	-3	-2%
CCN(CC)c1nn2c(=O)c(C(=O)NCc3cccc(C)c3)cnc2s1	29%[57.1 µM]	/	-17%	-1%	/	-0.1	-3%	2	10%[57.1 µM]
COc1ccc2c(c1)NC(c1ccc(N(C)C)cc1)c1cccn1-2 (stereo unspecified)	19%	14	-23%	8%	1.5	3.9	5%	1	-15%
CCCCCn1c(=O)[nH]c2cc(C(=O)N3CCN(c4cccc(Cl)c4)CC3)ccc2c1=O	0%	/	-22%	8%	0.5	0.5	9%	-1	7%[2.29 µM]
CCc1ccc(NC(=O)CSc2nc(=O)n(Cc3ccco3)c3c2CCC3)cc1	1%[57.1 µM]	/	-26%	33%[activator]	0.7	-0.1	-5%	-2	-7%[57.1 µM]
Cc1nc2ccccn2c1-c1csc(Nc2cccc(C(=O)O)c2)n1	-9%	15	-7%	-2%	0.2	-0.3	-12%	0	-23%
COc1ccc(-c2nc(Cn3c(SCc4ccccc4F)nc4cccnc43)c(C)o2)cc1	-1%	/	-16%	30%	/	1.2	8%	2	-1%
Nc1ncc(N=Nc2cc(C(=O)O)ccc2Cl)s1	-21%	6	?	-12%	-0.2	-1.2	-12%	1	?
O=C(/C=C/c1ccccc1O)c1ccco1	8%[57.1 µM]	0	-9%	-2%	1.1	0.3	8%	-3	-47%
CC(=O)Nc1ccc(NC(=O)CSc2nc(N)c(NC(=O)c3ccco3)c(=O)[nH]2)cc1	-5%	-22	4%	-5%	0.0	0.7	-5%	3	-19%

(next part)
Compound	TrxR1 substrate	D2 antagonist	USP1 inh	Pin1 inh	D2 ag	TRHR agonist	IDH1 R132H inh	TRHR PAM	TrxR1 inh
CCCSC1=N/C(=C/c2ccsc2)C(=O)N1c1ccccc1	-6%	-3	-1%	26%	1.4	1.0	-1%	-1	-7%
CC(=O)N1CCN(c2ccc(NC(=O)C(c3ccccc3)c3ccccc3)cc2)CC1	-4%	-8	-4%	5%	1.1	0.1	0%	-1	-2%
O=C(/C=C/c1cccc(Cl)c1)N1CCC(Cc2ccccc2)CC1	-7%	6	-23%	5%	0.1	0.9	-1%	-4	-5%
O=C(CCc1ccccc1)Nc1ccncc1	7%[57.1 µM]	2	-5%	5%	-0.2	0.2	4%	0	14%[57.1 µM]
Cc1ccc(Nc2c(-c3ccc(C)o3)nc3ncccn23)cc1	1%	-7	-18%	6%	0.8	0.2	7%	0	-21%
Cc1c(NC(=O)CSc2nncn2-c2ccccc2)c(=O)n(-c2ccccc2)n1C	1%	5	0%	5%	-0.3	0.8	-1%	5	10%
CCN1C(=O)/C(=C/c2cc(C)n(C)c2C)SC1=Nc1ccc(OC)cc1	-14%	1	-4%	31%[activator]	-0.8	0.5	2%	-3	?
CCC(C(=O)NC1CCCCCC1)c1ccccc1 (stereo unspecified)	8%	/	-18%	-1%	/	/	5%	/	30%
